Screening data: PubChem, several laboratories
HTR5A inv ctr = HTR5A inverse agonists in luminescence cell assay, primary screen, counter-screen for OPRM1-OPRD1 heterodimer inverse agonist project, full-deck HTS | inhibition, % at 9.3 µM | 5-hydroxytryptamine receptor 5A (Homo sapiens), P47898 | 0.083% of 340,000 active | HTR5A cell line, inverse agonism | AID 504634, 2011; in the data active = inhibition mostly above about 23%, no sharp cut-off; inactive = mostly below about 18%;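 also: 0% = cells with DMSO and 100% = no-cell wells with DMSO; some compounds called inactive have numbers as strong as hits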
Target sequence (P47898 whole entry, looked up): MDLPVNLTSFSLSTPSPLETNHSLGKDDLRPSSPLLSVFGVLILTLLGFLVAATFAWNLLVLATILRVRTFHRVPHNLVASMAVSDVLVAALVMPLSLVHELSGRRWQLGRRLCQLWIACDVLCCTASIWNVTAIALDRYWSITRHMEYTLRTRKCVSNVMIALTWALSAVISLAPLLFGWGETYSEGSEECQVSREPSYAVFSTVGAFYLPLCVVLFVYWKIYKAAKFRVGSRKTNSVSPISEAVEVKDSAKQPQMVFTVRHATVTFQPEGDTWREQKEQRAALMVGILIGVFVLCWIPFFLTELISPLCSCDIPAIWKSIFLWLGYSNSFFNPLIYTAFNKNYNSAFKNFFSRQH
PKA-R1A act = activators of PKA-R1A holoenzyme, primary screen, biochemical, fluorescence polarization, Cy5-IP20, bovine R1A, mouse PKAc | cAMP-dependent protein kinase type I-alpha regulatory subunit (Bos taurus) + … | PKA-R1A dissociation; scaled: DMSO 0%, 113 µM cGMP 100% | activation, % at 11.4 µM | 0.083% of 340,000 active | AID 504707, 2011;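 active = percent activation above the mean of all tested compounds plus 3 SD, cut at about 19% in these data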;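 also: higher means more PKAc released from R1A so a rise in polarization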
OPRM1-OPRD1 inv = inverse agonists of MOR-DOR heterodimerization, primary screen, cell-based, luminescence. inhibition, % at 9.3 µM. Mu-type opioid receptor (Homo sapiens) + Delta-type opioid receptor (Homo sapiens), …. cell-based MOR-DOR heterodimer luminescence, inverse agonism. 0.21% of 340,000 active; in the data active = inhibition above about 22%, passing the limit was not always enough;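 also: 0% = cells with DMSO and 100% = wells without cells with DMSO; values of inactives mirror those of a sister screen read the other way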
DAGLB inhibitor = DAGLB lipase inhibitors, primary screen, biochemical, fluorescence, HTS | 0.059% of 340,000 active | AID 504411, 2011 | Diacylglycerol lipase-beta (Homo sapiens), Q8NCG7 | HEK293T DAGLB membrane lysate, EnzChek fluorogenic substrate | inhibition, % at 5.17 µM; in the data active = inhibition above about 34%;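 also: 0% = enzyme with vehicle and 100% = wells lacking enzyme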
V-ATPase pHluor = regulators of yeast V-ATPase proton pumping, primary screen, pHLuorin cytosolic pH fluorescence. S. cerevisiae. response, % at 10 µM. 0.37% of 350,000 active. AID 504577, 2011; in the data active = response mostly above about 7.3%, no sharp cut-off; inactive = mostly below about 5.4%; also: actives read high; inactives centre near 0; some compounds called inactive have numbers as strong as hits; reference of the scale not given here
MOR-DOR ag = agonists of OPRM1-OPRD1 heterodimerization, primary screen, cell-based, luminescence; AID 504326, 2011; activation, % at 9.3 µM; cells; Mu-type opioid receptor (Homo sapiens) + Delta-type opioid receptor (Homo sapiens), …; 0.3% of 340,000 active; in the data active = activation above about 18%;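 also: 0% = vehicle-treated cells and 100% = reference agonist; values of inactives mirror those of a sister screen read the other way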
Arrestin-AP2 inh = inhibitors of beta-arrestin/AP2 binding, primary screen, biochemical, GPCR trafficking, flow cytometry; beta-arrestin 1 C-terminal peptide binding to AP2 beta2-adaptin appendage (human); FITC-arrestin peptide / GST-AP2 beads; AP2 beta2 appendage carries R879A mutation; inhibition, % at 10 µM; 0.31% of 340,000 active;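 active = inhibition above a set limit, near 3 SD of compounds lacking own fluorescence, cut at about 54% in these data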;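 also: plate controls were DMSO wells for no effect and 5 µM unlabelled arrestin peptide for full effect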
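Assay system: GST-AP2 R879A bound to glutathione beads, E. coli-expressed; Medium: PBS with 0.05% Tween 20 and 0.1% BSA; Also added: fluorescein-tagged arrestin peptide at 50 nM final; Timing: 12 min plus 1 h, RT; Measured by: flow cytometry, FL1 (488/535 nm); Evaluation: percent drop in bead-associated FITC signal.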
PKA-R2B act = activators of PKA-R2B holoenzyme, primary screen, biochemical, fluorescence polarization, Cy5-IP20, human; cAMP-dependent protein kinase catalytic subunit beta (Homo sapiens) + cAMP-dependent …; PKA-R2B holoenzyme dissociation; R2B truncated from residue 108, S112A mutant; 0% DMSO only, 100% 113 µM cGMP; activation, % at 11.4 µM; 0.079% of 340,000 active;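 active = activation above a cutoff set at the mean over all compounds plus 3 SD, cut at about 18% in these data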;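 also: higher means more holoenzyme dissociation and a rise in polarization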
Target sequence (P31323 whole entry, looked up, other chains not shown, the tested form may be a part): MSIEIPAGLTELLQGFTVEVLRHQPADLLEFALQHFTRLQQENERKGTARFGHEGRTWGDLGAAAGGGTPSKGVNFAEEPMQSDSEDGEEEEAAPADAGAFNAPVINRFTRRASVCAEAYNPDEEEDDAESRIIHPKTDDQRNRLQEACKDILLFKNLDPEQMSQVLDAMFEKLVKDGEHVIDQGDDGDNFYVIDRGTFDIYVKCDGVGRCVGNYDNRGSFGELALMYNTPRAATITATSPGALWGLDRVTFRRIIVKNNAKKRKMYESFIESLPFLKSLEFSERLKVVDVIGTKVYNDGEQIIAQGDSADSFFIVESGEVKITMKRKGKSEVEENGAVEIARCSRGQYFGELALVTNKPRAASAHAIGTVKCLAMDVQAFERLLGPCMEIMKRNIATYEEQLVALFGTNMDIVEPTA
DSG3 Ab inh = inhibitors of pemphigus antibody binding to DSG3, primary screen, biochemical, bead-based, flow cytometry, scFv-GFP. Desmoglein-3 (Homo sapiens), P32926. DSG3-coupled beads, scFv-anti-DSG3-GFP binding; hits give low values. binding (percent of control), % at 10 µM. 0.48% of 310,000 active. AID 588358, 2011;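 active = binding more than 3 SD below its plate's average and above zero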;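 also: hits lower antibody fragment binding to DSG3; some compounds called inactive have numbers as strong as hits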
HTR5A ag = HTR5A agonists in luminescence cell assay, primary screen, counter-screen for OPRM1-OPRD1 heterodimer agonist project, full-deck HTS. 5-hydroxytryptamine receptor 5A (Homo sapiens), P47898. 0.61% of 340,000 active. activation, % at 9.3 µM. cell-based; in the data active = activation mostly above about 9.5%, no sharp cut-off; inactive = mostly below about 7.6%;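 also: 0% = cells with vehicle only and 100% = reference agonist; strong numbers were not always called active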
The depositor's hits bear a star; . = not tested or not shown.

SMILES | HTR5A inv ctr | PKA-R1A act | OPRM1-OPRD1 inv | DAGLB inhibitor | V-ATPase pHluor | MOR-DOR ag | Arrestin-AP2 inh | PKA-R2B act | DSG3 Ab inh | HTR5A ag
Cc1cc(OCCOc2cccc3cccnc23)c(C)cc1Cl | 8 | -9 | 5 | -34 | -9 | -1.2 | 0 | 2 | 112 | 3
CCc1ccc(NC(=O)CCc2c(C)nn(-c3ccc(N4CCOCC4)nn3)c2C)cc1 | -8 | -11 | 5 | -2 | 3 | -0.9 | 48 | -6 | 97 | 0
CC(=O)N(C(C)=O)c1cccc2c(N(C(C)=O)C(C)=O)cccc12 | 8 | 2 | 5 | 0 | 2 | -0.9 | 8 | 2 | 98 | 2
Cn1c(N)c(S(=O)(=O)N2CCN(c3ccccc3)CC2)c(=O)n(C)c1=O | -29 | 4 | 10 | 1 | 0 | -1.5 | 2 | 1 | 99 | -3
CCS(=O)(=O)N1CCN(CC(=O)NC2CCCCC2)CC1 | -1 | 6 | 7 | 1 | 3 | -1.3 | 6 | -3 | 96 | 0
O=C(NNC(=O)c1ccc[nH]1)Nc1cccc(C(F)(F)F)c1 | -23 | -12 | 9 | -3 | 0 | -1.6 | -4 | 0 | 106 | 2
S=C1NCN(Cc2cccnc2)CN1Cc1ccccc1 | 5 | -7 | 5 | -2 | 5 | -1.0 | 1 | -2 | . | 7
COc1ccc(C2SCCN2S(=O)(=O)c2ccc(F)cc2)cc1OC (stereo unspecified) | 10 | 0 | 4 | -4 | -4 | -0.7 | -3 | -8 | 101 | -2
Cc1cccc(C)c1N1CCN(c2ccc3nnc(C(F)(F)F)n3n2)CC1 | 4 | -2 | -7 | -1 | -4 | 1.5 | 18 | -2 | 99 | -2
Cc1ccc(-c2ccc(CN3C(C(C)C)C(=O)N(Cc4cn(CC5CCCCC5)nn4)CCS3(=O)=O)cc2)cc1 (stereo unspecified) | . | 8 | . | -8 | -1 | . | . | 0 | 103 | .
COc1ccccc1S(=O)(=O)Cc1ccc(C(=O)NCc2cccs2)o1 | 0 | 4 | 7 | 4 | -1 | -1.4 | 0 | -16 | 98 | -3
CC(C)CN(C(=O)CN1CCN(S(=O)(=O)c2ccccc2)CC1)c1c(N)n(CC(C)C)c(=O)[nH]c1=O | -7 | -8 | 8 | -3 | 2 | -1.5 | -3 | -6 | 115 | 2
Cc1ccc(NC(=O)/C=C/c2ccc([N+](=O)[O-])s2)cc1 | -5 | -15 | -46 | 1 | 2 | 9.5 | 21 | -6 | . | 7
COc1ccc2cc(CCN3C(=O)c4ccccc4C3=O)c(=O)[nH]c2c1 | -5 | -11 | 22 | 0 | 0 | -4.4 | 16 | 0 | 90 | 2
CCNc1cc2n(c(=O)n1)CCc1cc(OC)c(OC)cc1-2 | 12 | -13 | 8 | -1 | 9 | -1.5 | 2 | -8 | 102 | -3
COc1ccc(CNC(=O)C2=CC(c3ccc(OC)cc3)=NS(=O)(=O)N2C)cc1 | -16 | -2 | 6 | -2 | 3 | -0.9 | -6 | 3 | 89 | 5
COCCNC(=O)c1ccccc1-c1nc(-c2ccccc2Cl)no1 | -3 | -18 | 18 | -1 | 1 | -4.4 | -7 | -12 | . | 1
COc1cc2c(cc1OC)C(c1cccs1)N(C(=O)c1ccncc1)CC2 (stereo unspecified) | 9 | -11 | 12 | 3 | . | -1.7 | -13 | -14 | 146 | 0
NC(=O)C(C(=O)/C=C/c1ccc(Cl)cc1)=C1SCCS1 | -12 | -4 | -7 | 3 | 1 | 1.4 | -5 | -3 | 83 | -2
C[C@H]1CCC(=O)N([C@H](CSc2ccc(Br)cc2)Cc2ccccc2)CC1 | 7 | -5 | -5 | -5 | 1 | 0.8 | 0 | 0 | 107 | -1
Cc1ccc(-n2ncc3c(=O)n(CC(=O)N4CCN(C(=O)c5ccco5)CC4)cnc32)cc1 | -32 | -11 | 5 | -2 | -1 | -1.2 | -16 | -10 | . | 11
O=C(CSc1nnc(-c2ccccc2)o1)NC(=O)Cc1ccccc1 | 2 | 0 | 8 | -2 | 4 | -1.8 | 13 | -5 | 97 | -1
CCOc1ncccc1C(=O)OCC(=O)c1cc(OC)c(OC)c(OC)c1 | -13 | -5 | 7 | 0 | 6 | -1.4 | -6 | -3 | 101 | 4
COc1ccccc1C1CN(c2ccc(F)cc2F)N=C1c1cccs1 (stereo unspecified) | 4 | -6 | 10 | -7 | 0 | -1.8 | 4 | -11 | 105 | 2
O=C(O)/C=C\C(=O)NNC(=O)c1cc(-c2ccccc2)n[nH]1 | -19 | 6 | -6 | -2 | 0 | 1.2 | -8 | -7 | 85 | 7
CCOc1ccc(Cl)cc1S(=O)(=O)N1CCC(C(=O)NCc2ccccn2)CC1 | 1 | -3 | -6 | 0 | -2 | 0.8 | 5 | -6 | 99 | 0
c1ccc(-c2csc(N3CCOCC3)n2)cc1 | 13 | 0 | 8 | -2 | -3 | -1.6 | -4 | -13 | 100 | -1
CN1CCN(CCOc2ccc(-c3ccccc3)cc2)CC1 | -6 | -6 | 0 | 1 | 1 | 0.0 | -5 | 7 | 101 | 2
COc1ccccc1N1CCN(C(=O)CSc2nc3ccccc3[nH]2)CC1 | 11 | 0 | 2 | 2 | -5 | -0.3 | -3 | 2 | 105 | 1
O=C(CNC(=O)c1ccc2ccccc2c1)Nc1ncccc1O | 10 | 6 | -2 | 3 | -1 | 0.4 | -3 | 7 | . | -4
CN(C)c1cccc(C(=O)Nc2ccc(N3CCOCC3)cc2)c1 | -22 | -7 | 10 | 0 | 0 | -2.3 | 16 | -5 | 100 | 8
CCn1cnc2c1c(=O)n(CC(=O)N1CCc3ccccc31)c(=O)n2Cc1ccccc1 | -12 | -4 | 12 | -4 | -7 | -2.0 | 13 | -1 | 97 | -2
O=C(Cc1ccccc1)Nc1cccc(C(=O)N/N=C/c2ccco2)c1 | -9 | 5 | 8 | 2 | -2 | -1.6 | 6 | -4 | . | 1
O=CN1CCN(C(=O)c2ccc3c(c2)OCO3)CC1 | 2 | -14 | 29 | 0 | 0 | -5.6 | -8 | -2 | 113 | -1
Oc1ccc(N=Cc2c(O)ccc3ccccc23)cc1 | 2 | -9 | -35 | 0 | 1 | 7.2 | -4 | 0 | 122 | -1
CCOc1ccc(NC(=O)NNC(=O)c2ccc(CC)s2)cc1 | 4 | -13 | 22 | -2 | 0 | -4.8 | 39 | -9 | 96 | -2
O=C(CN1C(=O)/C(=C/c2ccccc2Cl)SC1=S)NC1CCS(=O)(=O)C1 (stereo unspecified) | -9 | -6 | 2 | 6 | 1 | -0.5 | 2 | 7 | 95 | 2
CCCCCC(=O)N1CC2(CC)CN(C(=O)CCCCC)CC(CC)(C1)C2=O | -7 | -13 | 9 | -2 | -3 | -1.8 | 29 | -9 | 86 | 7
Cc1ccc(S(=O)(=O)Nc2ccc3c(c2)C(=O)N([C@H](C)CO)C[C@H](C)[C@@H](CN(C)C(=O)Nc2ccc(C(F)(F)F)cc2)O3)cc1 | -21 | -22 | 8 | 1 | -1 | -1.6 | 10 | -5 | 110 | 6
CC(C)(C)S(=O)N1Cc2cc(CO)ccc2[C@@H]1CCO (stereo partly specified) | 1 | -2 | 10 | -1 | 0 | -2.1 | 6 | -1 | 100 | 0
COc1cc(S(=O)(=O)N2CCN(C(=O)c3cccs3)CC2)ccc1NC(C)=O | . | -8 | . | 1 | 0 | . | . | -3 | 105 | .
Cc1oc2c(c1C(=O)c1ccccc1)C(=O)C(=O)c1ccccc1-2 | -2 | -8 | -90 | 2 | 0 | 18* | 0 | -10 | 114 | 1
O=C(NCC1CCCO1)c1c(O)c2cccc3c2n(c1=O)CC3 (stereo unspecified) | -19 | 2 | -7 | 2 | -7 | 1.2 | 4 | -3 | 109 | 1
CCn1nnnc1-c1ccc(OC)c(S(=O)(=O)Nc2ccc(C)c(C)c2)c1 | 1 | 1 | 10 | 1 | 0 | -1.8 | 44 | 0 | . | 5
CCN1CCCC1CNS(=O)(=O)c1cccc(C(F)(F)F)c1 (stereo unspecified) | 3 | 0 | 7 | 3 | 3 | -1.6 | -13 | -1 | . | -1
CC12CN3CC(C)(CN(C1)C3c1ccccc1F)C2 (stereo unspecified) | -6 | -1 | 9 | -4 | 0 | -1.8 | -1 | -17 | 107 | 1
Cc1ccc(S(=O)(=O)N2CCc3ccccc3C2CC(=O)O)cc1 (stereo unspecified) | 15 | -13 | 6 | 1 | 2 | -1.1 | 8 | -1 | 106 | 1
CCSc1ccccc1C(=O)Nc1cccnc1 | 1 | 2 | 15 | -1 | -3 | -2.8 | -1 | 1 | 97 | -1
COc1ccccc1-c1cn[nH]c1-c1ccc(OCC(=O)NN)cc1O | -33 | -4 | -9 | 4 | 2 | 1.9 | -6 | -9 | 97 | 9
CC(NC(=O)c1ccccc1NS(=O)(=O)c1ccc(CCC(=O)O)cc1)c1ccccc1 (stereo unspecified) | 13 | -1 | 19 | 3 | -2 | -3.6 | 19 | -2 | 94 | 6
Cc1nc2ccccc2c(=O)n1NC(=O)c1cncc(Br)c1 | -3 | -2 | 6 | 1 | 3 | -1.0 | 10 | 3 | 97 | 1
